# p97 ATPase inh: human p97 ATPase inhibition; P55072; recombinant p97 ATPase, Kinase-Glo ATP luminescence, 3 h; inhibition, % at 8 µM; 220,000 compounds, 0.42% hits; AID 1481; in the data active means inhibition above about 15%;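 further: 0% = DMSO vehicle and 100% = wells lacking enzyme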
# Calpain2 inh: inhibitors of pig calpain II; inhibition, % at 16 µM; 220,000 compounds, 0.37% hits; AID 1236; purified calpain II, fluorogenic peptide substrate, 30 min;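 active means inhibition above about 50%, limit read from the data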
# EBV gp42 inh: blocks Epstein-Barr virus glycoprotein 42 binding; Q1HVG2; Fluorescence polarization binding assay, mP read-out; inhibition, % (tested at 21.74 µM); 220,000 compounds, 0.42% hits; AID 1085; in the data active means inhibition above about 50%
# p47phox inh: blocks human p47phox regulatory protein of NADPH oxidases; 220,000 compounds, 0.53% hits; p47phox/p22phox peptide binding, fluorescence polarization, 2 h; inhibition, % at 24.7 µM;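 active means inhibition above about 30%, limit read from the data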;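 further: 0% = p47phox with labelled peptide and 100% = labelled peptide alone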
# Target sequence (P14598 whole entry, looked up): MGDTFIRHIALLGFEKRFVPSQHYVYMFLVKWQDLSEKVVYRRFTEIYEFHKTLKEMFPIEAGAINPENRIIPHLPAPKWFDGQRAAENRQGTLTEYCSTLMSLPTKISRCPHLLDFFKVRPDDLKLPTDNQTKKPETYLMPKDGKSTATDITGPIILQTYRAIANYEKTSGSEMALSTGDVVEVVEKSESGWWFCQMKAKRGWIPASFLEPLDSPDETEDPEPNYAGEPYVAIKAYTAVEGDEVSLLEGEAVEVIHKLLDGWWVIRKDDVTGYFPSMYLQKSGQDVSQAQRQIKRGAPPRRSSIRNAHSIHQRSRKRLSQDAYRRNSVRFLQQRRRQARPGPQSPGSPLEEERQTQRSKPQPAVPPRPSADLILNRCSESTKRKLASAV
# Runt-CBFb FRET: Runt domain-CBFb interaction inhibition; Cerulean-Runt/Venus-CBFb FRET ratio 530/480, 1 h; inhibition, % at 20 µM; 220,000 compounds, 0.46% hits; AID 1496;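 active means inhibition over about 50% at 20 µM in the single-dose screen, limit read from the data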;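 further: 0% = DMSO wells and 100% = excess unlabeled CBFb competitor control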
# Target sequence (Q01196 whole entry, looked up, the tested form may be a part): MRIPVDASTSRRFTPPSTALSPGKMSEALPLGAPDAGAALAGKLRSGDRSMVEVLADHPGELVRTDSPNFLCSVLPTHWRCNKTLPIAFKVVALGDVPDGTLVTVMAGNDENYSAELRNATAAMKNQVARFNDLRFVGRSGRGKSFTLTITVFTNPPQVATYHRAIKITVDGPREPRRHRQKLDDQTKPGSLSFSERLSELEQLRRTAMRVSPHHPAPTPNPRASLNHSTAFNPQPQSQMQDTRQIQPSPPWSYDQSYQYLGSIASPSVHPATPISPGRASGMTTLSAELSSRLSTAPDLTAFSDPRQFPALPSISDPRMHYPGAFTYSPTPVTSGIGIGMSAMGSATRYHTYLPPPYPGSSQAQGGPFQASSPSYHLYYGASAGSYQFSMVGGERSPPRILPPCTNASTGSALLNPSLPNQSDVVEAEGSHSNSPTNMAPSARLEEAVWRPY
# Target sequence (Q13951 whole entry, looked up, the tested form may be a part): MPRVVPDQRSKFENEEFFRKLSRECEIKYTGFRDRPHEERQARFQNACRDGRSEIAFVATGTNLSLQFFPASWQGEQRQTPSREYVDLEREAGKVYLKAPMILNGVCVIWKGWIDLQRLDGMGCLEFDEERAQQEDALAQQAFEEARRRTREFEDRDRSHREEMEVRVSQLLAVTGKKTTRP
#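 Assay system: Cerulean-Runt domain fusion protein, energy donor; Signal: fluorescence energy transfer, 422 nm excitation, 530/480 nm emission; Timing: 1 h compound exposure, room temperature; Control set: unlabeled CBFb; Medium: Tris buffer pH 7.5 with salts and BSA; Compound: single test concentration of 20 µM, 1% DMSO final; Probe or stimulus: Venus-CBFb 100 nM.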
# RBBP9 inhibitor: blocks human serine hydrolase RBBP9; inhibition, % at 7.94 µM; AID 1515; 220,000 compounds, 0.2% hits; recombinant RBBP9, FP-Rh probe fluorescence polarization;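 active means inhibition above the campaign mean of all tested compounds plus 3 SD, cut at about 14% in these data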;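 further: plate controls were DMSO wells with RBBP9 for no effect and wells lacking RBBP9 protein for full effect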
#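 Controls: DMSO-treated enzyme wells and wells lacking RBBP9 | Material: RBBP9 protein | Technique: Fluorescence polarization | Replication: Single well per compound, no replicates | Buffer or medium: Tris-NaCl-Pluronic buffer, pH 8.0 | Timing: 30 min compound preincubation, 45 min probe labeling, 25 °C | Read-out basis: Percent inhibition from mP, scaled between DMSO and no-protein wells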
# Furin inhibitor: blocks human furin protease activity; purified furin, fluorogenic substrate cleavage; inhibition, % at 30 µM; 220,000 compounds, 0.061% hits; AID 463115; in the data active means inhibition above about 25%; further: inactives centre near -15
# TbHK1 inh: T. brucei hexokinase 1 inhibition. recombinant TbHK1, G6PDH-coupled NADH A340. inhibition, % at 10 µM. 220,000 compounds, 0.11% hits. AID 1430;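 active means inhibition of 50% or more in the single-dose primary screen; inactive means inhibition below 50%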
# Runt-SMMHC FRET: Runt domain-CBFb-SMMHC interaction inhibition; AID 1434; Cerulean-Runt/Venus-CBFb-SMMHC FRET ratio 530/480, 1 h; Q01196+Q13951; inhibition, % at 20 µM; 220,000 compounds, 0.74% hits;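 active means mean inhibition across duplicate retests at 20 µM reaching about 50%, limit read from the data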;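 further: 0% = DMSO wells and 100% = wells with excess untagged CBFb-SMMHC; inhibitors lower the FRET ratio by blocking Runt binding to CBFb-SMMHC; some results filed as inactive read as strong as hits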
# The depositor's hits bear a star; i = inactive; nt = no result given; [ ] = another dose, or the depositor's remark.
SMILES,p97 ATPase inh,Calpain2 inh,EBV gp42 inh,p47phox inh,Runt-CBFb FRET,RBBP9 inhibitor,Furin inhibitor,TbHK1 inh,Runt-SMMHC FRET
CC(=O)Nc1ccc(S(=O)(=O)NC2(C(F)(F)F)NC(=O)N(C3CCCCC3)C2=O)cc1 (centres undefined),0,-7,-15,-9,1,-9,-13[20 µM],-2,-4
Cc1ccc(/C=N/NC(=O)CSc2nc3ccccc3s2)o1,2,18,-15,-7,5,0,-8,-7,6
CC1=CS(=O)(=O)CC1SC(=S)N(C)C1CCS(=O)(=O)C1 (centres undefined),1,-9,-2,0,-1,-7,-12,-4,0
CC(C)(C)N(C=C(Cl)Cl)C(=O)NC1CCCCC1,7,17,-14,-3,1,-4,-25,0,7
CS(=O)(=O)CCSc1ncccc1C(=O)NCc1cccs1,5,0,-9,-12,3,-1,-6,-11,2
COc1ccc(S(=O)(=O)n2c(CCN3CCOCC3)nc3ccccc32)cc1,2,-6,-23,-14,1,-2,-19,-2,-11
CC(=O)N1CCCc2cc(S(=O)(=O)NC(C(=O)NC3CCCCC3)C(C)C)ccc21 (centres undefined),2,22,-4,-9,-2,-9,-20,-1,-2
CC1CCc2sc3ncn4nc(C(=O)NCc5ccco5)nc4c3c2C1 (centres undefined),7,-33,-16,-11,-2,-3,-19,-1,-4
CCOc1ccc(-c2csc(/C(C#N)=C\c3ccc(O)c([N+](=O)[O-])c3)n2)cc1,2,39,-6,-9,-12,0,-6,16,-30
S=C1NC2(CCCC2)Nc2ccccc21,3,-103,5,-4,1,-2,-19,-5,32
CCOc1cc(/C=N/O)ccc1OCc1ccc(C)cc1,3,13,6,-9,-4,-1,-15,38,2
Cc1ccccc1OCC(=O)N/N=C1\SCC(=O)N1Cc1ccccc1,7,8,-2,-12,-3,-3,-16,23,-1
O=C(c1ccc(Cl)cc1)c1oc2ccccc2c1CS(=O)(=O)c1ccccc1,0,60*,-15,1,-1,-6,-11[20 µM],-3,-7
CC[C@@]1(O)C(=O)OCc2c1cc1n(c2=O)Cc2cc3c(N)cccc3nc2-1,nt,-31,-4,-1,-9,nt,-22,-36,-34
O=c1c2ccccc2n(CC(O)CN2CCCCC2)c2ccccc12 (centres undefined),6,-298,-8,-4,61*,-8,-49,-5,81*
O=C(Nc1ccccc1SCC1CSc2nc3ccccc3c(=O)n21)c1ccccc1Cl (centres undefined),5,-14,-14,-12,-2,3,-14[20 µM],-8,2
COc1ccc(-n2cnnc2SC(C)c2nc3sc(C)c(C)c3c(=O)[nH]2)cc1 (centres undefined),1,-115,-7,-21,-1,-12,-11,-9,-56
O=C(COC(=O)CCC(=O)c1cccs1)Nc1ccc(Cl)cn1,4,-30,-1,-25,-3,-1,-15,5,-4
O=C(O)c1ccccc1NSc1ccccc1[N+](=O)[O-],-4,-25,6,-4,11,-10,-5,5,-4
COc1cc(CNCc2cccnc2)ccc1OCC(=O)NC1CCCCC1,1,9,5,-2,0,-1,-15,-1,-3
CSc1nc2ccc(NC(=O)C3=NNC(=O)CC3)cc2s1,3,-20,-4,-1,0,-10,-26,-13,0
CC(=O)c1cccc(NC(=O)CCOc2ccccc2)c1,-4,-45,-22,-9,0,-2,-7[20 µM],-3,1
CN(C)NC(=S)NC(=O)C12CC3CC(CC(C3)C1)C2,3,-7,-5,-3,2,5,-29,4,6
COc1ccc(OC)c(C(C)NC(=O)Nc2ccccc2)c1 (centres undefined),2,-20,13,-7,1,-4,-11,4,2
COc1cccc(NC(=O)c2cc(CN3C(=O)c4ccccc4C3=O)ccc2OC)c1,-8,32,-32,-4,-2,-15,1,9,1
CCn1c(NC(=O)C(C)C)c(-c2ccccc2)c(=O)c2ccccc21,-1,-9,-6,-6,-1,-2,-18,-44,2
CC(C)(C)NC(=O)Cn1c(SCC(=O)Nc2nccs2)nc2ccccc21,2,22,-17,3,-2,2,-11[20 µM],2,0
C=CCN(CC=C)C(=O)CN1C(=O)c2ccccc2C1=O,4,14,2,-3,-5,-6,-13[20 µM],4,0
CC1CC(C)(C)NC(=S)N1CCCC(=O)Nc1ccc(F)c(F)c1 (centres undefined),0,-10,4,-6,-2,2,-22,-4,4
COc1cc2nc(CN3CCC(Cc4ccccc4)CC3)[nH]c(=O)c2cc1OC,3,4,-7,10,-3,0,-17,-2,-4

# Looked up above:
# `O=C(COC(=O)CCC(=O)c1cccs1)Nc1ccc(Cl)cn1` – TbHK1 inh: 5
# `CN(C)NC(=S)NC(=O)C12CC3CC(CC(C3)C1)C2` – p47phox inh: -3
# `C=CCN(CC=C)C(=O)CN1C(=O)c2ccccc2C1=O` – Furin inhibitor: -13[20 µM]
# `O=C(Nc1ccccc1SCC1CSc2nc3ccccc3c(=O)n21)c1ccccc1Cl` (centres undefined) – Furin inhibitor: -14[20 µM]

# Continued.
SMILES,p97 ATPase inh,Calpain2 inh,EBV gp42 inh,p47phox inh,Runt-CBFb FRET,RBBP9 inhibitor,Furin inhibitor,TbHK1 inh,Runt-SMMHC FRET
CCCNC(=O)c1ccc2c(=O)c(O)c(C)[nH]c2c1,nt,-78,13,-17,-19,nt,-26,-23,-31
CCOC(=O)N1CCC(NC(=O)C2=CCN(S(=O)(=O)c3ccc(F)cc3)CC2)CC1,-5,-19,-5,6,1,-5,-12,-9,1
CNC(=O)C1=C(C)Nc2nc3ccccc3n2C1c1cccc(OC)c1 (centres undefined),-2,-6,9,-6,1,-3,-26,-9,-6
Cc1cc(C)n2nc(-c3ccco3)nc2n1,3,-325,10,7,8,-6,-31,1,4
Cc1nn(C)c(C)c1N=Cc1c(O)ccc2ccccc12,4,-46,-16,-14,-1,-5,-22,5,-2
Fc1ccc(-c2nnc(SCc3cccnc3)o2)cc1,-1,-13,5,-6,-1,-7,-11,-5,3
CON(C)c1nc(OCCNC(=O)COc2ccc(Cl)cc2C)nc(N(C)C)n1,4,18,-3,-5,-5,-3,-16,4,-2
CC(=O)NCCc1nc2ccccc2n1CCOc1ccccc1C,3,0,-21,-6,-1,-12,-19,-7,1
Nc1nc(NCc2ccccc2)nc(Nc2cccc(F)c2)c1[N+](=O)[O-],4,-4,-1,-3,-1,-4,-14[20 µM],-12,-2
COC(=O)C(CCSC)NC(=O)c1cc2c(n(-c3ccccc3)c1=O)CC(C)(C)CC2=O (centres undefined),2,7,-4,0,1,-7,-5,20,3
Cc1cc(C)nc(NC(=O)CSc2nc3ccccc3s2)n1,-4,-1,17,-8,1,-10,-9[20 µM],1,1
O=C(NNC(=O)C1CCCO1)c1ccc(Cl)cc1 (centres undefined),1,-37,-6,1,3,6,-14[20 µM],2,-1
COCCNC(=O)COc1ccc(C)cc1C(=O)c1cc(C#N)c(=O)n(C2CC2)c1,-4,15,9,9,-1,0,-3,-10,1
Cc1cccc(NC(=S)NCC(c2cccnc2)N2CCOCC2)c1C (centres undefined),2,-6,-14,-8,-1,-10,-12,1,0
O=C(NCCCN1CCOCC1)NC12CC3CC(CC(C3)C1)C2,3,-6,-14,-2,0,-4,-16,2,-3
Cc1ccc(N(CC(=O)Nc2ccccc2C(=O)N2CCOCC2)S(C)(=O)=O)cc1,1,-23,-13,-8,-4,9,-5[20 µM],4,14
Cc1nnc2n1N=C(c1ccc3c(c1)NC(=O)CO3)CS2,4,-17,-9,-7,0,-4,-15,-48,-4
O=C(O)CN1C(=O)c2cccc(Oc3ccc(Cl)cc3)c2C1=O,-1,-13,-7,-7,0,-9,-20[20 µM],-12,2
CNC(=O)c1c(Cl)cnn1-c1ccc(F)cc1,2,9,-13,-9,0,0,-31,-3,-2
COc1cc(S(=O)(=O)N2CCOCC2)ccc1NC(=O)CN1c2cccc3cccc(c23)S1(=O)=O,7,-138,-4,-32,-1,-9,-16,-12,-1
NC(=O)/C(=C/c1ccco1)C(N)=S,8,20,-5,-15,34,14,-12,-13,16
O=C(Nc1cnn(Cc2c(Cl)cccc2Cl)c1)C(c1ccccc1)c1ccccc1,4,-24,-2,-27,0,-7,-19[20 µM],-2,1
CCN(CC)CCC(=O)NN,0,33,-8,0,3,-10,-16,1,-4
O=C(CC(c1ccccc1)c1ccccc1O)NCc1ccccc1 (centres undefined),1,18,-4,-11,-2,-8,-29,1,4
CCSc1nc(C(F)(F)F)cc(=O)n1-c1ccccc1,-1,24,-11,0,-3,1,-18[20 µM],5,-6
O=C(O)CC1(CC(=O)NCc2cc(F)cc3c2OCOC3)CCCCC1,-9,27,-7,-2,2,-5,-6,-1,1
CCCn1nc2cc(C(=O)NCc3ccccc3OC)ccc2c1OCC,1,i,0,-2,nt,6,-22[20 µM],-1,4
Cc1cc(C)cc(N2CN=C3SCC(=O)N3C2)c1,10,9,-12,-3,-2,0,-30,-4,5
CCn1c(SCC(=O)Nc2ccccc2F)nc2c(c1=O)SC(C)C2 (centres undefined),2,14,-22,-1,-2,-5,-17[20 µM],-15,-4
CCOC(=O)N1CCN(Cc2nc3c(c(=O)n(C)c(=O)n3C)n2Cc2ccccc2C)CC1,-10,-60,-5,-5,-6,-7,-17,-15,-4

# A run of entries from further up, as a working copy:
SMILES,p97 ATPase inh,Calpain2 inh,EBV gp42 inh,p47phox inh,Runt-CBFb FRET,RBBP9 inhibitor,Furin inhibitor,TbHK1 inh,Runt-SMMHC FRET
Cc1cc(C)cc(N2CN=C3SCC(=O)N3C2)c1,10,9,-12,-3,-2,0,-30,-4,5
CCn1c(SCC(=O)Nc2ccccc2F)nc2c(c1=O)SC(C)C2 (centres undefined),2,14,-22,-1,-2,-5,-17[20 µM],-15,-4
CCOC(=O)N1CCN(Cc2nc3c(c(=O)n(C)c(=O)n3C)n2Cc2ccccc2C)CC1,-10,-60,-5,-5,-6,-7,-17,-15,-4

# (more compounds)
SMILES,p97 ATPase inh,Calpain2 inh,EBV gp42 inh,p47phox inh,Runt-CBFb FRET,RBBP9 inhibitor,Furin inhibitor,TbHK1 inh,Runt-SMMHC FRET
Cn1c(SCC(=O)NC2CCCCC2)nnc1-c1cc2ccccc2o1,1,-12,-10,-7,-2,-9,-15[20 µM],-4,0
COc1ccc(C2=[N+]([O-])C(C)(C)N(O)C2C)cc1 (centres undefined),-2,-9,-1,-4,-1,-4,-12[20 µM],3,-5
COc1ccc(Cc2n[nH]c(=S)n(N)c2=O)cc1,0,-16,-5,4,2,-10,-24,-25,-24
CC(C)NC(=O)CSc1nnc2sc3ccccc3n12,6,-28,-1,-8,-1,3,-5,-3,5
O=C(Nc1ccccc1)NC1CC2CCC(C1)N2Cc1nnnn1Cc1ccc2c(c1)OCO2 (centres undefined),6,-16,-5,-2,1,0,-14[20 µM],5,0
Cc1ccc(OCc2nc(-c3ccc(Cl)cc3)n[nH]2)cc1,0,-30,3,-6,1,-4,-17[20 µM],8,3
O=C(COC(=O)c1ccccc1NC(=O)c1ccccc1)c1cccc([N+](=O)[O-])c1,0,27,7,-3,0,-4,-7,2,5
CCCCn1c(O)c(N=NC(=O)c2ccccc2NS(=O)(=O)c2cccs2)c2ccccc21,5,-13,-6,-5,-1,-7,-23,2,-5
Clc1ccc(N=NN2CCOCC2)cc1,1,12,-10,2,-2,-5,0,-13,-2
CC(C)(C)NC(=O)CSc1nc2ccc(NC(=O)CSc3nnnn3Cc3ccccc3)cc2s1,5,-10,-24,-40,-1,-16,-15[20 µM],-10,2
COc1ccc(Br)cc1/C=N/NC(=O)C(c1ccncc1)N1CCOCC1 (centres undefined),7,13,-7,-7,-2,1,2,0,-4
CC1CC(C)CN(S(=O)(=O)c2ccc(C(=O)NCCCn3ccnc3)cc2)C1 (centres undefined),0,-13,-17,-9,-3,-3,-9,0,2
Cc1cc2cc(CNC(=O)CCC(=O)O)ccc2n1C,3,-4,-18,-3,4,-1,-24,-1,-7

# Screening results as filed in PubChem.
